Source: PubChem BioAssay (IUPUI and University of Michigan)
ST2 IL33 inh: inhibitors of human ST2 (IL1RL1) binding to IL-33, primary screen, biochemical, AlphaLISA. 78,000 compounds, 2.3% hits. AlphaLISA ST2-Fc/biotin-IL-33 interaction, 1 h. inhibition, % for hits at 17 µM; in the data active means inhibition above about 30%; inconclusive means mostly about 10% to 28%
Target sequence (Q01638 whole entry, looked up): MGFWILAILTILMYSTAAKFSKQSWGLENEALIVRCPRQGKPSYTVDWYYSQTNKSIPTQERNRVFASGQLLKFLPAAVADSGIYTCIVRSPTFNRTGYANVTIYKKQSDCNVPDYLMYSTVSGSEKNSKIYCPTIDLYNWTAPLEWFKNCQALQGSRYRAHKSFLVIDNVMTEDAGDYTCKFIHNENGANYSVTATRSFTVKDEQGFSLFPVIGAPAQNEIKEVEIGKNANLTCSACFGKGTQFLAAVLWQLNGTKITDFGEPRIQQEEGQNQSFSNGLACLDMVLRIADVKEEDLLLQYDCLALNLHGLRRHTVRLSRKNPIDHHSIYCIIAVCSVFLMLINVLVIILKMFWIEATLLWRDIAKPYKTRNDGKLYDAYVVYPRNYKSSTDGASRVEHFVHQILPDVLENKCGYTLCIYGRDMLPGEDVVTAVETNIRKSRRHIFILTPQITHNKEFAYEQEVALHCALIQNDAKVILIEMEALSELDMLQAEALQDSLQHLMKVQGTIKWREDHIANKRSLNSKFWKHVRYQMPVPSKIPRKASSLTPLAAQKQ
The depositor's hits bear a star; i = inactive; u = inconclusive. An excerpt, so the mix of outcomes need not match the whole.

The opening 5 compounds (preview)
SMILES | ST2 IL33 inh
CCCOC(=O)C1=C(C)NC2=C(C(=O)C(C(=O)OC)C(C)C2)C1c1ccccc1OCC (centres undefined) | i
CCOC(=O)c1cccnc1N1CCN(Cc2cccc3nsnc23)CC1 | i
COCCN1C(=O)C(=O)C(=C(O)c2ccc(OC)cc2)C1c1cc(OC)c(OC)c(OC)c1 (centres undefined) | u
O=C(NCC(F)(F)F)c1cc(COc2ccc(F)c(F)c2)on1 | i
O=C(NC1CCCc2c1cnn2-c1ccccn1)c1csc2c1CCCC2 (centres undefined) | i

The whole of this part, previewed entries included:
SMILES | ST2 IL33 inh
CCCOC(=O)C1=C(C)NC2=C(C(=O)C(C(=O)OC)C(C)C2)C1c1ccccc1OCC (centres undefined) | i
CCOC(=O)c1cccnc1N1CCN(Cc2cccc3nsnc23)CC1 | i
COCCN1C(=O)C(=O)C(=C(O)c2ccc(OC)cc2)C1c1cc(OC)c(OC)c(OC)c1 (centres undefined) | u
O=C(NCC(F)(F)F)c1cc(COc2ccc(F)c(F)c2)on1 | i
O=C(NC1CCCc2c1cnn2-c1ccccn1)c1csc2c1CCCC2 (centres undefined) | i
O=C(CN1C(=O)S/C(=C\C=C\c2ccccc2)C1=O)Nc1ccc(C(=O)O)cc1 | 32%*
O=C(O)Cc1cccc(-c2cccc3c2CCNC3)c1 | i
O=C(CN1CCN(c2nccc(N3CCC(O)C3)n2)CC1)Nc1ccccc1 (centres undefined) | u
O=[N+]([O-])c1cccc2c(Br)[nH]nc12 | i
CCC(=O)N1CCc2cc(S(=O)(=O)NC(C(=O)N3CCc4ccccc4C3)C(C)C)ccc21 (centres undefined) | i
COc1cc(C2C=C(c3ccc4c(c3)OCO4)Nc3ncnn32)cc(OC)c1OC (centres undefined) | i
O=C(CCn1cnc2ccccc2c1=O)N1CCCC(Nc2ccccc2)C1 (centres undefined) | i
O=[N+]([O-])c1ccc(-c2nnc3ccc4ccccc4n23)cc1 | i
COCCn1cc(C(=O)N2CCOCC2)c2c3ccccc3n(C)c2c1=O | i
Cc1ccc2c(c1)c(C(=O)NCCC1CN(C)CCO1)nn2C (centres undefined) | u
O=C(NCc1ccc(Cl)cc1)c1cc(-c2ccc(Cl)cc2)on1 | i
C=CCNC(=O)N[C@H]1CCN2C(=O)c3cc(-c4ccccc4F)ccc3NC(=O)[C@@H]2C1 | u
CC1=C(C(=O)OCCc2ccccc2)C(c2ccc(Br)s2)NC(=O)N1C (centres undefined) | i
COc1ccc(C2C(C(=O)Nc3ccccn3)=C(C)NC3=C2C(=O)CCC3)c(OC)c1 (centres undefined) | i
Cc1ccc(S(=O)(=O)N2CN3CN(C2)CN(S(=O)(=O)c2ccc(C)cc2)C3)cc1 | 46%*
O=C(Nc1cc(Cl)ccc1Cl)c1ccc(F)cc1 | i
CCc1[nH]nc(C(=O)N(CCOC)CC2CCN(Cc3ccccc3F)CC2)c1C | u
COc1ccc(C(Nc2cccc(C)n2)c2ccc3cccnc3c2O)cc1 (centres undefined) | u
Cc1ccc(N=C2c3cc([N+](=O)[O-])ccc3-c3ncccc32)cc1 | i
N#C/C(=C\c1ccc(F)cc1)c1nc(C2CC2)cs1 | 52%*

A second format for two compounds above.
mol	ST2 IL33 inh
O=C(CCn1cnc2ccccc2c1=O)N1CCCC(Nc2ccccc2)C1 (centres undefined)	i
O=[N+]([O-])c1ccc(-c2nnc3ccc4ccccc4n23)cc1	i

Some of the entries above in another layout.
Structure: COc1cc(C2C=C(c3ccc4c(c3)OCO4)Nc3ncnn32)cc(OC)c1OC (centres undefined)
  ST2 IL33 inh: i
Structure: CCCOC(=O)C1=C(C)NC2=C(C(=O)C(C(=O)OC)C(C)C2)C1c1ccccc1OCC (centres undefined)
  ST2 IL33 inh: i
Structure: O=C(CCn1cnc2ccccc2c1=O)N1CCCC(Nc2ccccc2)C1 (centres undefined)
  ST2 IL33 inh: i
Structure: CCC(=O)N1CCc2cc(S(=O)(=O)NC(C(=O)N3CCc4ccccc4C3)C(C)C)ccc21 (centres undefined)
  ST2 IL33 inh: i

The list continues.
SMILES | ST2 IL33 inh
Cc1ccc(-c2cc(C(F)F)nc(N3CCCCC3)n2)cc1 | i
NC(=O)c1c(NC(=O)C2CC=CCC2C(=O)O)sc2c1CCCCC2 (centres undefined) | i
COc1ccc(/C=C2\NC(=O)N(Cc3ccc(Cl)cc3)C2=O)cc1I | i
C=CCn1cc(C(=O)NC2CCC(C)CC2)c(=O)c2cc(S(=O)(=O)N(CC)CC)ccc21 (centres undefined) | u
Cc1nc2c(c(NCc3ccc(C(=O)N4CCCC4)cc3)n1)CCNC2 | i
O=C(NCc1cccnc1)c1cc(F)c(F)cc1Cl | i
CCOC(=O)c1cnc(NC(=O)N2C3CCCCC2CCC3)[nH]1 | i
Cc1ccc(-n2nc3c(c2NC(=O)COc2ccc(Cl)cc2Cl)CS(=O)C3)cc1 (centres undefined) | i
Cc1nc2cccnc2n1C1CCN(S(=O)(=O)c2ccc(C(C)C)cc2)CC1 | u
Cc1ccc(C2CC(C(F)(F)F)n3nc(C(=O)Nc4cccnc4)cc3N2)cc1 (centres undefined) | i
CCc1c(C)nn(CC(=O)NC(C)c2ccc(O)c(F)c2)c1C (centres undefined) | u
O=C(Nc1ccccc1)c1cc(S(=O)(=O)N2CCOCC2)c(Cl)cc1Cl | i
CC1(C)OC(=O)C(=CNC(CO)C(=O)O)C(=O)O1 (centres undefined) | u
CCOC(=O)c1nn(CCc2ccc(OC)cc2)c2c1CN(C(=O)c1cc(C)nc(C)n1)CC2 | 30%*
COc1cc(OC)c(-n2cc(-c3ccc(F)cc3)[nH]c2=O)cc1Cl | u
CC1SC2(C(=O)Nc3ccccc32)N(c2cccc(Cl)c2)C1=O (centres undefined) | i
CC(C)Cn1c(NCc2ccccc2)nc2c1c(=O)[nH]c(=O)n2C | i
COc1cc2c(cc1OC)C(C(=O)NCC1CCCO1)C(c1cccnc1)N(C)C2=O (centres undefined) | i
CCC1(CC)OC(c2ccc(NC(C)=O)cc2)Nc2ccccc21 (centres undefined) | u
O=C(C#Cc1cccc([N+](=O)[O-])c1)c1ccccc1 | u
CCCc1cnc(C)nc1-c1cccc(NC(C)=O)c1 | u
CCC1Oc2ccccc2N(CC(=O)NCCC(C)C)C1=O (centres undefined) | u
CCCc1cc(CN(C)Cc2nc[nH]c2C)[nH]n1 | i
Cc1ccccc1CCC1CCCN(C(=O)c2cnc3cc(=O)[nH]n3c2C)C1 (centres undefined) | i
CC(C)C(=O)NC(C)C(c1cccs1)N1CCN(C)CC1 (centres undefined) | i
SMILES | ST2 IL33 inh
CC(=O)Nc1ccc(S(=O)(=O)N[C@H]2C[C@@H](c3nc(-c4ccc5c(c4)OCO5)no3)N(C)C2)cc1 | i
Cc1sc(NC(=O)c2ccc(F)cc2)nc1-c1ccc(Br)cc1 | i
O=C(C(c1ccccc1)c1ccccc1)N1CCCC1 | i
CNC(=O)c1ccc(Cn2c(=O)c3cc(OC)c(OC)cc3n(CC(=O)NCCCOC)c2=O)cc1 | u
Cc1ccc(NS(=O)(=O)c2ccc3[nH]c(=O)c(=O)[nH]c3c2)cc1F | i
Cc1ccc(-c2nc3cnccn3c2NC2CCCCC2)cc1 | i
COc1cccc(C(=O)NCCN2CCN(c3ccccc3)CC2)c1 | i
C=CCSc1nnc2c(n1)OC1(Nc3ccccc3-2)C(=O)Nc2ccc(Br)cc21 (centres undefined) | i
Cc1ccc(NCC(O)COc2ccccc2)cc1C (centres undefined) | 35%*
CCC1CN(CCC(=O)N2CCN(c3nc(C)cnc3C)CC2)Cc2ccc(Cl)cc2O1 (centres undefined) | u
COc1cc(OC)cc(-c2nc(-c3ccc([N+](=O)[O-])cc3)no2)c1 | i
COC(=O)c1ccc2c(c1)nc(N1CCOC(C(F)(F)F)C1)n2C (centres undefined) | u
COc1cccc(N2CC(NC(=O)c3ccco3)CC2=O)c1 (centres undefined) | i
Nc1ncc(Cc2ccc(Cl)cc2Cl)s1 | i
C[C@H]1[C@@H]2[C@H]3OC(=O)[C@@H](C)[C@@H]3CC[C@@]2(C)CC[C@@H]1NC(=O)C1CC1 | i
O=c1[nH]c(CN2CCN(c3ccc(F)cc3)CC2)nc2ccccc12 | i
CN(C)C(=O)c1ccc(S(=O)(=O)N2CCN(c3ccc(Cl)cc3)CC2)s1 | i
COc1cccc(NC(=O)C2CCCN2C(=O)c2ccc(-c3noc(C)n3)cc2)c1 (centres undefined) | u
CC1=C(C(=O)Nc2ccc(C)cc2C)C(c2ccc(O)cc2)n2nnnc2N1 (centres undefined) | i
O=C(CN1C(=O)C2C3CCC(C3)C2C1=O)Nc1ccc(F)cc1 (centres undefined) | i
C=CCNC(=O)Cc1ccc(NC(=O)CCC)cc1 | i
COC(=O)c1cc(C(=O)OC)cc(-n2c(/C=C\c3ccc(F)cc3)nc3ccccc3c2=O)c1 | i
COc1ccc(C(=O)Cn2c(C(F)(F)F)nc3ccccc32)cc1 | i
Cc1ccc(S(=O)(=O)CCc2nnc(NC(=O)c3ccc(F)cc3)s2)cc1 | i
COc1ccccc1OCC(=O)Nc1cc(N2CCCS2(=O)=O)ccc1C | i
SMILES | ST2 IL33 inh
CSc1ccc(-c2nc(CSCC(=O)N3CCCC3)c(C)o2)cc1 | u
O=c1c(-c2cccc(Cl)c2)c(C(F)(F)F)oc2c(CN3CCOCC3)c(O)ccc12 | i
COc1ccc(C(=O)CC2(O)C(=O)N(Cc3ccc(Cl)cc3)c3ccccc32)cc1OC (centres undefined) | u
Cc1ccc2c(N)c(C(N)=O)sc2n1 | u
O=C(C1COCCN1)N1CCOc2c(O)cc(-c3cccc(Cl)c3)cc2C1 (centres undefined) | i
COc1ccc(C=O)cc1OCc1cccc(F)c1 | i
C=CCC1(CC=C)CCCN1C(=O)c1cc(C)c(C)c(S(N)(=O)=O)c1 | i
O=C(Nc1ccc2c(c1)OCCO2)c1cc2cc(Br)ccc2oc1=O | i
O=C(O)c1cc(S(=O)(=O)NCCC2=CCCCC2)c(Cl)cc1Cl | i
Cc1ccc(N=Cc2cc(Br)cc(Cl)c2O)c(N)c1 | i
CC(=O)N1CCc2cc(Br)cc(S(=O)(=O)CCC(=O)N3CC(C)CC(C)C3)c21 (centres undefined) | i
Cc1ccccc1CSC1=NN2CCCC(=O)N=C2S1 | u
OCCCNc1nc(-c2ccccc2Cl)c2cc(Br)ccc2n1 | i
OC(COc1ccc(C2CCCCC2)cc1)CN1CCCCC1 (centres undefined) | i
Cc1cc(-c2ccccc2Cl)nc(N)n1 | i
CN(C)CC1(O)CCCN(C(=O)c2ccccc2-c2ncn[nH]2)C1 (centres undefined) | i
CC1(C)CNC(=O)c2nc(C3OCCc4ccccc43)[nH]c2C1 (centres undefined) | u
CCc1cc(C(=O)Cn2cnc3ccccc32)c(O)cc1O | i
CC(C)c1ccc(CN(C)C2CCN(C)CC2)cc1 | i
COc1ccc(NC(=O)O[C@@H]2CO[C@H]3[C@@H]2OC[C@@H]3Nc2nccc(-c3cccs3)n2)cc1 | i
c1ccc(OCCCn2ccnc2)cc1 | i
CCC(C)OC(=O)C1=C(C)NC2=C(C(=O)C(C(=O)OC)C(C)C2)C1c1ccc(C)o1 (centres undefined) | i
COc1ccc(-c2cc(N3CCCC3)nc(N)n2)c(OC)c1 | u
CCOC(=O)c1c(C)oc2ccc(OCC(=O)OC)cc12 | i
Cc1ccc(CNC(=O)CCCn2c(=O)c3sccc3n(Cc3ccccc3C#N)c2=O)cc1 | i

Shown as labelled records: four of the compounds above.
molecule: CCCc1cnc(C)nc1-c1cccc(NC(C)=O)c1
  ST2 IL33 inh = u
molecule: CCC1Oc2ccccc2N(CC(=O)NCCC(C)C)C1=O (centres undefined)
  ST2 IL33 inh = u
molecule: CCCc1cc(CN(C)Cc2nc[nH]c2C)[nH]n1
  ST2 IL33 inh = i
molecule: Cc1ccccc1CCC1CCCN(C(=O)c2cnc3cc(=O)[nH]n3c2C)C1 (centres undefined)
  ST2 IL33 inh = i

Next section:
SMILES | ST2 IL33 inh
Fc1ccc(-c2cc(C(F)(F)F)nc(NCc3cccnc3)n2)cc1 | i
COc1ccc(NC(=O)N2CC[C@H]3CC(=O)N(CCN4CCNC4=O)CC[C@H]3C2)cc1 | 53%*
Cc1nc2nc(SCC(=O)NC3CCCCC3)nn2c(C)c1Cc1ccccc1 | i
CCOC(=O)CC(=O)CSc1nc(CC)c(C)cc1C#N | i
Cc1ccc(CNC(=O)CN2C(=O)CCc3cc(S(=O)(=O)N4CCCCC4)ccc32)cc1 | i
N#CCSC1=Nc2ccccc2C2=NC(CCC(=O)NCc3ccccc3)C(=O)N12 (centres undefined) | i
O=C(CSc1nc2c(c(=O)n1-c1ccccc1)SCC2)Nc1ccc([N+](=O)[O-])cc1 | u
CCOC(=O)c1c(C)n(CC)c2c1cc(O)c1ccccc12 | u
Cc1cccc(Oc2coc3cc(O)ccc3c2=O)c1 | u
N#CC1=C(N)OC2=C(C(=O)CC(c3ccccc3)C2)C1c1ccc(Cl)cc1Cl (centres undefined) | i
Cc1cc(C)cc(OCC(=O)Nc2ncc(S(=O)(=O)c3ccc([N+](=O)[O-])cc3)s2)c1 | i
C=C(C)COc1cccc(C(=O)N2CCCn3cncc3C2)c1 | u
O=C(CC1COCCN1)NCc1nnc2n1CCC2 (centres undefined) | i
CCN1CCCC1CN(CC1CCN(CCOC)CC1)C(=O)c1ccc2cc[nH]c2c1 (centres undefined) | i
CCn1c(C)nc2cc(Cl)ccc21 | u
CC(NC(=O)c1cc(-c2ccco2)on1)c1ccccc1 (centres undefined) | i
COc1ccc(N(CC(=O)Nc2ccc(OC)c(OC)c2)S(C)(=O)=O)c(OC)c1 | i
COc1cccc(C(=O)N2CCN(S(=O)(=O)c3cc4c5c(c3)CCN5C(=O)CC4)CC2)c1 | i
Cc1cccc(CN2CCC(n3cc(CN4CCCC4)nn3)CC2)c1 | i
Cn1c(=O)c2c(nc(NCCc3ccccc3)n2Cc2c(F)cccc2Cl)n(C)c1=O | i
CCOc1ccc(-n2c(SCc3ccc(F)cc3)nc3c(c2=O)SCC3)cc1 | i
O=C(NCC(CNCc1ccccc1)([N+](=O)[O-])[N+](=O)[O-])c1ccccc1 | i
CCc1nc(-c2ccc(OC)c(OC)c2)cc2cc(OC)c(OC)cc12 | i
NC(=O)c1c(NC(=O)c2noc3c2CCc2ccccc2-3)sc2c1CCCC2 | i
CCCN(CCC)CCNC(=O)C1c2ccccc2C(=O)N2CCc3ccccc3C12 (centres undefined) | i
